# Screens deposited in PubChem by National Center for Advancing Translational Sciences (NCATS).
# PKM2 activator: activators of human pyruvate kinase M2 | purified PKM2, Kinase-Glo ATP luminescence, activation; response scale: 0% is enzyme alone, no compound | AID 1631 | 0.34% of 260,000 active | P14618 | Potency, µM (highest dose often 57.5 µM), inactives show at the top dose activation, actives largely listed as activators; note: potency is the fitted concentration of half-maximal effect; % is set by controls: 0 for no effect and ±100 for the full control effect; nearly all actives have a fitted effect of over 55% in size
#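 Purified hPK-M2 (>95%) run at intermediate activity with 0.1 mM ADP and 0.5 mM PEP in 50 mM imidazole pH 7.2, KCl, MgCl2; 1 h room temperature. ATP formed read by Kinase-Glo luminescence; normalized to uninhibited and no-enzyme controls.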
# FLuc modulator: counter-screen for miR-21 project: firefly luciferase inhibitors or activators. Potency, µM (titrated, usually from 57.5 µM), inactives show at the highest dose activity change, negative = inhibition, most hits filed as inhibitors. 6.9% of 360,000 active. P08659. purified FLuc, Km substrates, luminescence inhibition;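 note: potency is the fitted concentration of half-maximal effect; plate controls were vehicle for no effect and reference inhibitor for full effect; nearly all actives have a fitted effect of over 55% in size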
# Target sequence (P08659 whole entry, looked up): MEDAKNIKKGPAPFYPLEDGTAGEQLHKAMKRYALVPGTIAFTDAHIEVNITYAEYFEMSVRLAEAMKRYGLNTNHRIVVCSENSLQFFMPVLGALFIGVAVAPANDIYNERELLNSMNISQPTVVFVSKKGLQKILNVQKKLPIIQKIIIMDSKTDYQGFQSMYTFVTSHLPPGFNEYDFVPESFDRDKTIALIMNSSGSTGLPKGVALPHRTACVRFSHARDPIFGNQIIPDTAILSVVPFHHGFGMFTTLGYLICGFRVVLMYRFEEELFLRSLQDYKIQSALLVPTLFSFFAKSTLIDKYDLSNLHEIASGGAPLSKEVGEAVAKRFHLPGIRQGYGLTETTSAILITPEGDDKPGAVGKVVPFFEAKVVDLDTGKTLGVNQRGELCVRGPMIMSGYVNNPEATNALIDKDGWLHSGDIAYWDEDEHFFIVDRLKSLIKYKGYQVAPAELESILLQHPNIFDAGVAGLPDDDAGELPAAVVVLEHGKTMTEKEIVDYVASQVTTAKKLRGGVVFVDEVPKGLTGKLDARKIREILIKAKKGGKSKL
#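 Biochemical qHTS of compounds, final roughly 60 µM downward over six points, against 10 nM purified firefly luciferase using Km concentrations of substrates (10 uM D-luciferin, 10 uM ATP) in Tris acetate pH 7.5 buffer; luminescence output.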
# p53 reactivator: re-activators of mutant p53 | H1299 p53-A138V BP100-luciferase reporter, luminescence, 24 h | Potency, µM (doses to about 92.2 µM), inactives show top-dose activity change, positive = activation, hits mostly activators | 0.063% of 320,000 active; note: potency is the fitted concentration of half-maximal effect; % of control where 0% means no effect; nearly all actives have a fitted effect of over 45% in size
#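 H1299 (p53-null), stable ts p53-A138V + BP100-Luc; 1000 cells/well, Opti-MEM/10% FBS; cpd 4 pt, 1:5; 24 h, 37 deg C, 5% CO2; detection reagent 10 min RT; luminescence.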
# Giardia killer: kills Giardia lamblia; Giardia lamblia trophozoite viability; activity change, % at 7.66 µM, hits read low; 0.15% of 340,000 active; AID 540267; in the data active = activity change below about -80%; inconclusive = between about -30% and that limit;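 note: parasites exposed to compound for two days anaerobically before the ATP read; % is set by controls: 0 for no effect and ±100 for the full control effect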
#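 Giardia lamblia trophozoites (100 cells/well) were incubated with compounds for 48 h at 37 deg C under anaerobic conditions. Viability was read as ATP content by one-step luminescence after 15-30 min at room temperature.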
# NPC1 prom act: activators of NPC1 promoter; Potency, µM (series often up to 9.22 µM), inactives show at the highest dose activation, most hits filed as activators; 2.4% of 320,000 active; AID 485313; Huh7 NPC1 promoter luciferase reporter, 24 h;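 note: potency is the fitted concentration of half-maximal effect; % of control where 0% means no effect; nearly all actives have a fitted effect of over 60% in size; reporter is driven by a mutant NPC1 promoter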
#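 Huh7 reporter cells (NPC1 promoter driving luciferase) are dosed with compound for 24 h at 37 °C, 5% CO2; luciferase detection reagent is then added and luminescence measured after 10 min at ambient temperature.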
# ELG1 genotox: genotoxicity induction in ELG1-luciferase HEK293T cells. HEK293T ELG1-luciferase reporter, luminescence, 16 h. Potency, µM (doses to about 46 µM), for inactives: top-dose activity change, positive = activation, hits mostly activators. 1.3% of 330,000 active; note: potency is the fitted concentration of half-maximal effect; % of control where 0% means no effect; nearly all actives have a fitted effect of over 60% in size
#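 16 hr compound incubation (37 °C, 5% CO2) of HEK293T cells carrying luciferase-tagged ELG1; luciferase then measured by ONE-Glo luminescence after 30 min at RT.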
# Gal4-VP16 FLuc: Gal4-VP16 reporter inhibition counter-screen | 3.5% of 310,000 active | Drosophila S2 Gal4-VP16 UAS-luciferase, luminescence, 20 h | Potency, µM (series often up to 53.6 µM), for inactives: at the top dose activity, negative = inhibition, actives largely listed as inhibitors;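 note: Gal4-VP16 expression switched on by copper sulfate through the metallothionein promoter; potency is the fitted concentration of half-maximal effect; % is set by controls: 0 for no effect and ±100 for the full control effect; nearly all actives have a fitted effect of over 50% in size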
# BRCA1 expr up: increases BRCA1 expression | MCF7-BRCA1-FFLuc reporter, luminescence, 48 h; response scale: scaled: vehicle 0%, 10 µM genistein 100% | Potency, µM (highest dose often 46.1 µM), inactives show top-dose activation, most hits filed as activators | 1.1% of 380,000 active | AID 624202; note: potency is the fitted concentration of half-maximal effect; nearly all actives have a fitted effect of over 80% in size; some results filed as inactive show a strong effect at the top dose
#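 MCF7 cells carrying a BRCA1-firefly luciferase reporter (2000 cells/well, phenol-red free MEM) were attached for 2 h at 37 °C, then given compounds for 48 h. Luminescence was read 15 min after luciferase reagent; activity normalized to genistein (10 microM) and DMSO.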
# RORgamma inh: inhibitors of mouse ROR gamma transcriptional activity; P51450; Drosophila S2 Gal4-RORgamma UAS-luciferase reporter, 20 h; Potency, µM (top dose mostly 53.6 µM), without a hit: top-dose activity change, negative = inhibition, usual class: inhibitors; 5.4% of 310,000 active; note: potency is the fitted concentration of half-maximal effect; % is set by controls: 0 for no effect and ±100 for the full control effect; nearly all actives have a fitted effect of over 60% in size
# Target sequence (P51450 whole entry, looked up, the tested form may be a part): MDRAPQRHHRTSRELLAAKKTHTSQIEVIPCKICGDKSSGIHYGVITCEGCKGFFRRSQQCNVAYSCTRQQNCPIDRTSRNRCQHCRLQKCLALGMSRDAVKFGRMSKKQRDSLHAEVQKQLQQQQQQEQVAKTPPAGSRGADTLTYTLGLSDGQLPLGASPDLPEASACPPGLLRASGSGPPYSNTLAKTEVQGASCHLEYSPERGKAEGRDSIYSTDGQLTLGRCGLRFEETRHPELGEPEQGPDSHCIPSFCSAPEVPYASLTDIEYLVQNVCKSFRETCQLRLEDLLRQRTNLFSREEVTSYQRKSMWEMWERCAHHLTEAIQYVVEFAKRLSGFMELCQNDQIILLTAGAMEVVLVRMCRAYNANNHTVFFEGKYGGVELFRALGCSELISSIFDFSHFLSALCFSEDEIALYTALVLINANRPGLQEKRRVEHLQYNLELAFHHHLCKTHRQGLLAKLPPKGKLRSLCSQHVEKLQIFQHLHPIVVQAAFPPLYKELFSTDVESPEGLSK
#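 Using a luciferase readout, inhibitors were identified by reduced reporter activity in Drosophila cells coexpressing a copper-inducible Gal4–ROR gamma fusion and UAS-driven Photinus luciferase, incubated 20 hr after 700 uM copper sulfate.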
# Menin MLL FP TR: menin-MLL binding inhibition, Texas Red mutant peptide. O00255. Menin + Texas Red MLL mutant peptide, fluorescence polarization. AID 1768. Potency, µM (highest dose often 61.6 µM), inactives show at the highest dose FP activity change, negative = inhibition, most hits filed as inhibitors. 0.23% of 270,000 active; active = well fitted inhibition curve with a large enough effect in the polarisation, with a control signal flat, not every such curve was filed as active; inconclusive = small, poorly fitted or top-dose-only effect, or effect the other way, or a change in a side signal; inactive = no such curve, though single readings can be large or run the other way; the % refers to the polarisation; note: potency is the fitted concentration of half-maximal effect; % of control where 0% means no effect; many of its hits are not listed in these tables
# Rab9 prom act: Rab9 promoter activation. Huh7 Rab9 promoter-luciferase reporter, luminescence, 24 h. Potency, µM (top dose mostly 9.22 µM), for inactives: at the top dose activation, negative = inhibition, most hits filed as activators. 2.8% of 320,000 active. AID 485297; note: potency is the fitted concentration of half-maximal effect; % of control where 0% means no effect; nearly all actives have a fitted effect of over 60% in size
#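 Using Huh7 cells stably transfected with Rab9 promoter–luciferase, compounds were incubated 24 h at 37 °C, 5% CO2; luciferase luminescence was read 10 min after reagent addition.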
# Starred values were filed as active, the others as inactive; u = inconclusive; x = no result given; & = joins results of further samples; [ ] = dose if it differs, or a comment. Unless noted, calls come from the whole dose curve; as a rule, active = well fitted curve in the direction sought with a large enough effect; inconclusive = small, poorly fitted or top-dose-only effect, or another doubt; inactive = no such curve, though single readings can be large; an effect the other way counts as inactive or inconclusive.
SMILES,PKM2 activator,FLuc modulator,p53 reactivator,Giardia killer,NPC1 prom act,ELG1 genotox,Gal4-VP16 FLuc,BRCA1 expr up,RORgamma inh,Menin MLL FP TR,Rab9 prom act
c1ccc(C2OCC3(CO2)COC(c2ccccc2)OC3)cc1 (stereo not drawn),6%,1%,-7%,-7,-3%,-2%,-1%,-1%,20%,u,-9%
COc1ccc(C(CNC(=O)c2cccc(S(=O)(=O)N3CCCC3)c2)N2CCCC2)cc1 (stereo not drawn),x,0%,5%,-12,2%,3%,x,-19%,x,x,-6%
CC(=O)NC(Cc1ccc(F)cc1)C(=O)N1CCN(C(=O)NCc2ccccc2)CC1 (stereo not drawn),0%,4%,2%,1,-2%,1%,-10%,5%,u,1%,3%
Clc1ncc(Cn2cccn2)s1,0%,-2%,4%,-7,1%,0%,-7%,1%,12%,9%,-2%
COc1ccc(-c2cc(C)no2)cc1S(=O)(=O)N1CCOc2ccccc21,1%[0.46 µM],-1%&0%,-9%,-6,-1%,-3%,0%,-39%,-5%,35%[activator],2%
CCCCCNC(=O)c1ccccc1SC,1%,4%,-3%,-7,1%,0%,19%,-22%,41%,-6%,0%
Cc1nc(N(C)Cc2ccccc2)c2c(C)c(C)sc2n1,-2%,0%,-3%,-2,2%,-1%,u,14%,20µM*,-24%,-1%
COc1ccc(NC(=O)Cc2c(F)c(F)c(F)c(F)c2F)cc1OC,4%,-1%,-3%,-12,3%,5%,-3%,0%,10%,x,-6%
CCOc1ccccc1NC(=O)Nc1ccc(Br)cc1C,-2%,1%,10%,-8,-1%,1%,1%,1%,-9%,2%,-2%
COc1ccc(NC(=O)CC2SC(=N)N(c3ccccc3)C2=O)c(OC)c1 (stereo not drawn),-2%,2%,-6%,-10,-10%,-1%,-17%,-13%,u,9%,-8%
N#Cc1c(-c2ccc(F)cc2)cc(-c2cccs2)nc1SCC(=O)O,x,-1%,-3%,-11,-5%,4%,0%,-35%,6%,34%[activator],-1%
COc1ccc(C)cc1S(=O)(=O)NCC(c1ccc2c(c1)OCO2)N1CCOCC1 (stereo not drawn),x,4%,-2%,13,-1%,1%,x,-8%,x,x,2%
CCOc1ccccc1NC(=O)CSc1nc(=O)n(Cc2ccccn2)c2c1CCC2,x,7%,-14%,9,-3%,-2%,x,-31%,x,x,-1%
CC(C(=O)NC1CC(C)(C)NC(C)(C)C1)c1ccc([N+](=O)[O-])cc1 (stereo not drawn),-11%,-3%,5%,-2,-5%,2%,-7%,-13%,-2%,-18%,-2%
Cc1cc(NC(=O)c2cc(-c3ccc(C)c(C)c3)nc3ccccc23)no1,0%,4.8µM*,13%,7,1%,-9%,-7%,-30%,-35%,13%,-1%
CCN(Cc1ccccc1)C(=O)COC(=O)c1cc(=O)[nH]c2ccccc12,-11%,-6%,-4%,u,-5%,-2%,-9%,-6%,41%,-10%,-4%
CNc1nc(N)c(C(=O)Nc2cc(C)on2)s1,1%,u,2%,14,u,13%,-9%,u,-27%,1%,u
COc1ccc(-c2nnc(-c3cc(OC)c(OC)c(OC)c3)o2)cc1OC,2%,-3%,-16%,11,-4%,-10%,2%,-27%,9%,u,0%
Cc1ccc(NC(=O)CNCc2ccc(Cl)cc2Cl)cc1S(=O)(=O)N(C)C,-3%,-3%,-2%,-3,-1%,-16%,3%,-41%,14%,17%,-4%
O=C(CCS(=O)(=O)c1ccccc1)N(CCCN1CCOCC1)c1nc2ccccc2s1,x,12%,-23%,-6,17%,10%,x,-94%[inhibitor],x,x,u
O=C(O)C(=O)/C(=C\c1ccsc1)c1ccc2ccccc2n1,x,u,u,u,18%,u,22%,-20%,15%,x,21%
Cc1ccc(OCCC(=O)OCC(=O)NCCc2ccc(Cl)cc2)cc1,x,-3%,2%,-1,1%,1%,x,33%,x,x,-1%
CCCCNc1ccc(C(CC(N)=O)NC(=O)c2ccccc2)cc1[N+](=O)[O-] (stereo not drawn),-5%,2%,2%,18,2%,-1%,1%,-6%,8%,x,-2%
OC1(c2ccc(F)cc2)CCN(Cc2ccccc2)C1 (stereo not drawn),-5%,-1%,-2%,6,8%,1%,-6%,-3%,-12%,-1%,-3%
COc1ccc(C(=O)c2sc(NC(C)C)nc2N)cc1OC,-5%,-1%,u,-1,-2%,-1%,u,-83%,-28%,-6%,2%
Cc1ccc(C23OCCN2CCn2nc4ccccc4c23)cc1 (stereo not drawn),x,3%,-7%,8,5%,3%,x,0%,x,x,-1%
CC(C)OCCCNc1ncc2c(n1)CC(c1ccc(N(C)C)cc1)CC2=O (stereo not drawn),-4%,-1%,4%,-3,21%,-5%,-1%,0%,6%,1%,0%
O=C(C1CCCN(S(=O)(=O)c2cc(Cl)ccc2Cl)C1)N1CCCCCC1 (stereo not drawn),-12%,4%,8%,0,3%,-6%,-1%,-45%,10%,x,-9%
c1ccc(Oc2ncnc3sccc23)cc1,2%,-3%,0%,21,-6%,10%,-2%,2%,12%,17%,-3%
COc1ccc(Cc2nc3ccc(S(=O)(=O)N4CCOCC4)cc3[nH]2)cc1,1%,1%,-7%,3,-5%,3%,11%,-19%,u,25%,-2%
CCCCC(=O)Nc1nnc(-c2ccc(OC)cc2)s1,-17%,u,24%,-25,27%,6%,u,15%,u,9%,27%
CCOc1cc(C(=O)NCC2CCCO2)cc(OCC)c1OCC (stereo not drawn),11%,-7%,-1%,-21,-3%,1%,-1%,-3%,0%,1%,1%
O=C(Nc1ccccn1)c1cccs1,-24%,u,x,4,x,x,-10%,85%,-43%,2%,x
CCOC(=O)N1CCN(C(=O)c2cc(COc3ccc(F)cc3F)on2)CC1,2%,u,u,-7,18%,u,15%,u,45%,x,u
COc1ccc(S(=O)(=O)n2ccc(-c3cnc(-c4ccccc4)s3)n2)cc1,-4%,-16%,7%,1,18%,-2%,-5%,22%,34%,x,u
COC(=O)N1CCN(c2ccc(OC)cc2)CC1,-16%,1%,0%,0,14%,-12%,11%,3%,-5%,-12%,-2%
Cc1nn2c(=O)c(NC(=O)c3ccc(F)cc3)cnc2s1,u,2%[2.3 µM],6%,-5,10%,0%,3%,26%,16%,-1%,14%
COc1ccc(-c2csc(NC(=S)NC(=O)c3ccc4ccccc4c3)n2)cc1OC,9%,-7%,-1%,32[activator],-3%,13%,u,1%,2µM*,x,-1%
CCC(CC)c1nc2ccccc2c(=O)[nH]1,-1%,0%,2%,-5,-5%,3%,5%,-9%,-1%,0%,-2%
O=C(NCC1CCCO1)C1CC(=O)N(c2ccc(F)c(Cl)c2)C1 (stereo not drawn),-17%,1%,7%,-3,-3%,1%,3%,2%,19%,5%[11.7 µM],5%
CN(C)c1cc(N/N=C/c2ccc(Cl)cc2)nc(N(C)C)n1,15%,-4%,0%,-7,4%,2%,-10%,-64%,-17%,12%,-2%
O=C(CN1C2CCCC1CC(NC(=O)C1CCCCC1)C2)NCc1ccc(F)cc1 (stereo not drawn),-9%,0%,14%,-4,-19%,-7%,u,-34%,39%,x,-11%
Cc1[nH]c2c(C)cccc2c1CN1CCC(CO)(Cc2ccccc2)CC1,4%,3%,-2%,14,0%,-1%,-2%,-31%,21%,x,-8%
CC(=O)Nc1cccc(NC(=O)c2ccc(C(=O)Nc3cccc(NC(C)=O)c3)nc2)c1,-3%,3.8µM*,13%,12,15%,11%,-15%,30%,-7%,-8%,17%
COc1ccc(S(=O)(=O)N2CCOC2CNC(=O)C(=O)NCc2cccnc2)cc1OC (stereo not drawn),4%,-1%,-2%,9,-4%,4%,2%,-9%,u,x,3%
COc1ccc(N2CC(C(=O)N3CCN(c4ccccc4)CC3)CC2=O)cc1 (stereo not drawn),-4%,2%,-11%,-5,-4%,0%,-6%,9%,0%,x,-6%
O=C1NC2(CCCCC2)N=C1c1ccc(F)cc1,-3%,3%,0%,-4,0%,0%,10%,0%,1%,6%,-2%
O=C(Nc1ccc(Cl)c(Cl)c1)Nc1ccc(Br)cc1F,-9%,-16%,u,-14,-1%,-2%,13µM*,-69%,u,u,0%
CNC(=O)CSc1nnnn1-c1cc(C)ccc1C,11%,-1%,-6%,u,-2%,1%,5%,-6%,u,-5%,24%
CCN1CCN(Cc2c(C)[nH]c3ccc(OC)cc3c2=O)CC1,5%,-1%,-3%,-14,0%,-2%,2%,2%,17%,x,-2%
CCN(CC(=O)NCc1cccs1)C(=O)/C=C/c1cc(OC)ccc1OC,x,-6%,0%,-1,-4%,2%,x,-10%,x,x,0%
CCOC(=O)/C(C(N)=NCc1ccco1)=C(/O)c1ccccc1,1%,-1%,-30%,-4,-1%,-12%,u,-22%,32%,-3%,-4%

# Some of the compounds tested (hit frequency here may not be typical).
